LAP4 TOR yeast – yeast TOR pathway LAP4-GFP modulation. GFP response vs DMSO, % at 10 µM. S. cerevisiae LAP4-GFP multiplex, flow cytometry GFP, 3 h; median GFP as percent of DMSO wells. actives 0.34% (n = 320,000). AID 2023;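 active = GFP response vs DMSO above a set limit, about the screen mean plus 3 SD, cut at about 150% in these data; inconclusive = under 70 cell events counted for the yeast strain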
CIT2 TOR yeast – modulators of TOR pathway CIT2-GFP in S. cerevisiae; S. cerevisiae CIT2-GFP strain, flow cytometry, 3 h; 100 means same as DMSO wells; GFP response vs DMSO, % at 10 µM; actives 0.065% (n = 320,000);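 active = GFP response relative to DMSO above a set limit, near the screen mean plus 3 SD, cut at about 150% in these data; inconclusive = Fewer than 70 cells measured for a yeast strain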;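 also: ratio of well median GFP fluorescence to mean of DMSO wells on the plate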
MEP2 TOR yeast – alters MEP2-GFP fluorescence in TOR pathway yeast screen; actives 0.51% (n = 330,000); S. cerevisiae MEP2-GFP strain, flow cytometry GFP, 3 h; 100% = DMSO control level; AID 2016; GFP response vs DMSO, % at 10 µM;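 active = GFP response versus DMSO above a set limit, roughly screen mean plus 3 SD, cut at about 180% in these data; inconclusive = fewer than 70 cells counted for a yeast strain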;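 also: median GFP fluorescence of the barcode-gated MEP2-GFP cells per well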
VLA-4 inh – inhibition in a human VLA-4 binding assay; AID 2557; P13612; actives 0.2% (n = 330,000); VLA-4 expressing cells, ligand binding flow cytometry; inhibition, % (about 7 µM as worked out from the volumes in the protocol); in the data active = inhibition above about 50%
Target sequence (P13612 whole entry, looked up): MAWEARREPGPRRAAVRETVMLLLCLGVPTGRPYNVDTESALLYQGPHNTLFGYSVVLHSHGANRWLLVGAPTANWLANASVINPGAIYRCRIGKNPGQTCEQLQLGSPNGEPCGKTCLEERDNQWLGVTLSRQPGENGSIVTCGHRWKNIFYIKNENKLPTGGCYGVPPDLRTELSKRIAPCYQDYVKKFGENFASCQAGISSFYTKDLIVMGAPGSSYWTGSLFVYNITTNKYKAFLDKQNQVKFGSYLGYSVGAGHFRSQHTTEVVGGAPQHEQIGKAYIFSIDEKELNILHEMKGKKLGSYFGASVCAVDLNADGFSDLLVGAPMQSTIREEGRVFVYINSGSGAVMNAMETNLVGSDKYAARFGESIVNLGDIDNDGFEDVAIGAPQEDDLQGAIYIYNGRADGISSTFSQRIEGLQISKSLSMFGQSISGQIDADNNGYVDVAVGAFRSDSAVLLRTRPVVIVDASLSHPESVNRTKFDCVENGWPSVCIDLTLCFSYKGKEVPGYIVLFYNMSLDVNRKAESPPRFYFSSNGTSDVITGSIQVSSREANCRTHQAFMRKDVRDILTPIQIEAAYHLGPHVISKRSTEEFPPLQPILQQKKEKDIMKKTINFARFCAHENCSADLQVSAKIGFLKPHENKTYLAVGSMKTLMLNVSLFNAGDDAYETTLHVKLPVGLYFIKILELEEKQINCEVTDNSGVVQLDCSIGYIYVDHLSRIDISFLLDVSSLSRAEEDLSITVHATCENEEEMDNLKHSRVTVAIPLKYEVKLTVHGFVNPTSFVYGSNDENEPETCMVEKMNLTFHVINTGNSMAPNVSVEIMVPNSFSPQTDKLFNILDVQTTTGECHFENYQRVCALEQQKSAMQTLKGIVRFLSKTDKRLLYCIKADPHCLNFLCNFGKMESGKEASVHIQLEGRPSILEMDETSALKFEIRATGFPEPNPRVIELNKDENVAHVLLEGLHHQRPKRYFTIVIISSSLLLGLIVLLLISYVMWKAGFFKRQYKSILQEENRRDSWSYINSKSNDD
AGP1 TOR yeast – modulators of TOR pathway AGP1-GFP in S. cerevisiae; S. cerevisiae AGP1-GFP multiplex flow cytometry, 3 h; GFP as percent of DMSO wells; GFP response vs DMSO, % at 10 µM; actives 0.02% (n = 320,000);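 active = GFP response relative to DMSO above a set limit, near screen average plus 3 SD, cut at about 150% in these data; inconclusive = fewer than 70 cells counted for the yeast strain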;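 also: median GFP channel fluorescence of the gated AGP1 strain per well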
CR mimetic SO – yeast age-related superoxide inhibition as caloric restriction mimetic; AID 2690; superoxide response (% of plate mean), % at 10 µM; actives 0.18% (n = 330,000); S. cerevisiae aged cells, superoxide DHE fluorescence; hits give low values;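 active = superoxide response under a set limit, about three screen SD below normal, cut at about 65% in these data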;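 also: yeast aged for seven days with compound at 30 °C before DHE staining; 100% = average MFI of all compound-treated wells on the plate with controls excluded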
RPL19A-GFP yeast – alters RPL19A-GFP fluorescence in TOR pathway yeast screen | S. cerevisiae RPL19A-GFP strain, flow cytometry, 3 h; hits give low values | percent response vs DMSO, % at 10 µM | actives 0.3% (n = 330,000);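 active = percent response vs DMSO below 50%; inconclusive = fewer than 70 events counted for the yeast strain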;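 also: median channel GFP fluorescence of the barcoded RPL19A-GFP strain; ratio of sample median GFP to plate DMSO average so 100% = DMSO; lower means less RPL19A-GFP as with rapamycin TOR inhibition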
GRK2 aptamer HTS – human GRK2 inhibition via aptamer displacement | P25098 | bead flow cytometry, FAM-aptamer displacement from GRK2 | inhibition of aptamer binding, % at 10 µM | actives 0.59% (n = 330,000) | AID 488847;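 active = inhibition of aptamer binding above 40%, roughly 3 SD of noise, on plates passing a quality check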;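 also: median bead fluorescence of bound FAM aptamer so fluorescent compounds give negative values; no value below 0 was filed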
Starred values were filed as active, the others as inactive; i = inactive; u = inconclusive; x = no result given; [ ] = another dose, or the depositor's remark.

Compound,VLA-4 inh,CR mimetic SO,CIT2 TOR yeast,MEP2 TOR yeast,GRK2 aptamer HTS,AGP1 TOR yeast,LAP4 TOR yeast,RPL19A-GFP yeast
NC(=O)C1CCN(C(=O)COc2ccc(S(=O)(=O)NCc3ccccc3)cc2Cl)CC1,-2,87,110,103,4,105,111,103
O=C(COC(=O)c1ccc([N+](=O)[O-])o1)Nc1ccc(F)cc1,-2,95,108,102,10,111,106,114
Cn1c(=O)c2c(nc(SCC(=O)O)n2Cc2cc3c(cc2Cl)OCO3)n(C)c1=O,42,105,105,116,2,105,106,101
CC(C)CNC(=O)C(=O)Nc1cc2c3c(c1)C(C)C(=O)N3CCC2 (stereo unspecified),4,68,110,102,0,106,95,103
COc1ccc(Cl)cc1S(=O)(=O)N1CCCC(C(=O)NCc2ccccc2)C1 (stereo unspecified),-6,99,107,102,1,106,102,104
O=C(N/N=C1\CCS(=O)(=O)c2ccc(F)cc21)c1ccc([N+](=O)[O-])cc1,3,110,85,98,0,93,95,100
OCCC1CN(Cc2cnc(-c3ccccc3)s2)CCN1Cc1ccccc1 (stereo unspecified),-4,94,101,92,1,108,104,97
CCc1ccc(NS(=O)(=O)c2ccc3c(c2)oc(=O)n3C)cc1,6,104,101,100,0,93,93,90
CCCSc1nnc(-c2cnn(-c3ccccc3)c2-n2cccc2)n1C,22,95,102,102,3,107,98,105
COc1ccccc1N1CC(C(=O)Nc2ccc(S(=O)(=O)N3CCOCC3)cc2)CC1=O (stereo unspecified),-1,93,89,90,3,88,x,90
CCCNc1c(NS(=O)(=O)c2ccc(C(C)(C)C)cc2)c(=O)oc2ccccc12,-3,94,103,101,0,105,103,99
CCOc1ccc(CN(C)C(C)C(=O)NCc2ccccc2)cc1 (stereo unspecified),0,90,98,109,0,95,94,104
O=C(c1ccc2c(=O)n(Cc3ccc4c(c3)OCO4)c(=O)[nH]c2c1)N1CCN(c2ccccc2)CC1,-1,98,98,104,2,96,95,97
O=C(NC1CCCCC1)c1ccc(-c2ccc(Cl)cc2)o1,8,89,93,90,3,101,118,93
COc1ccc2c(c1)C=C(CN1CCN(Cc3ccccc3C)C(CCO)C1)CO2 (stereo unspecified),0,97,100,98,1,100,94,98
Cc1ccc2nc(C(F)OC(F)(F)F)[nH]c2c1 (stereo unspecified),26,100,87,95,0,104,84,97
COC(=O)C1CCN(S(=O)(=O)c2ccc(NC(C)=O)cc2)CC1,20,83,99,104,1,107,97,97
COc1cc(/C=C/C(=O)OCC(=O)N2CC(=O)Nc3ccccc32)ccc1O,15,103,114,107,5,100,103,114
CSc1nc(NS(=O)(=O)c2ccc(F)cc2F)nn1C,-11,97,106,101,6,108,95,100
C=C1CCN([C@H](C(=O)O)C(C)C)S(=O)(=O)c2ccccc21,28,108,90,95,2,88,107,98
O=C(NC(=S)Nc1ccccc1N1CCCC1)c1ccc([N+](=O)[O-])cc1,15,103,76,89,0,104,99,97
COc1ccc(COc2ccc3c(C)cc(=O)oc3c2)cc1,11,88,97,99,0,99,86,102
Cc1nn(CCOc2ccccc2)c(=O)n1-c1ccc(F)cc1,15,98,96,101,2,102,104,101
COC(=O)C1=C(C(=O)c2ccccc2)C(c2ccc(OC)c(OC)c2)Nc2nnnn21 (stereo unspecified),-5,89,98,101,2,96,94,97
CC(=O)c1ccc(N2C(=NC(=O)COc3ccccc3)SC3CS(=O)(=O)CC32)cc1 (stereo unspecified),-5,i,105,100,4,104,97,99
Cc1[nH][nH]c(=O)c1N=Nc1ccc(S(N)(=O)=O)cc1,-8,105,98,97,0,107,113,97
COc1ccc(/C=C\C(=O)Oc2cccc(/C=N/NC(=O)Cc3ccc(OC)c(OC)c3)c2)cc1,-18,105,97,99,0,105,103,103
COc1ccc(-n2c(SCC(=O)Nc3cccc4ccccc34)nc(O)cc2=O)cc1,1,102,98,97,0,104,111,96
O=C(NCCCN1CCN(CCCNC(=O)c2ccccc2F)CC1)c1ccccc1F,9,92,107,104,0,106,98,104
Cc1ccc(N)c(C(O)(C(F)(F)F)C(F)(F)F)c1,-3,95,112,107,0,105,104,103
Cc1ccc(S(=O)(=O)N2CCOCC2)cc1NC(=O)COC(=O)c1ccc2c(c1)OCO2,12,111,x,101,100*,99,93,96
Cc1nc2ccccc2n1CC(=O)OCC(=O)N1CCC(C)CC1,8,98,104,108,0,100,100,99
Nc1nc(N2CCOCC2)cc(=O)[nH]1,-1,96,113,112,11,95,92,99
O=C(O)C1=C(C(=O)Nc2cccc(C(F)(F)F)c2)CCCC1,21,108,79,97,0,92,98,94
CCC1(c2ccccc2)NC(=O)N(CC(=O)Nc2cc(S(=O)(=O)N3CCCCCC3)ccc2OC)C1=O (stereo unspecified),-7,103,83,96,1,88,84,90
CCCCCN1CSC(=S)N(Cc2ccccc2)C1,11,108,111,108,0,102,106,100
CCC(C)(C)NC(=O)CSc1nc(Cc2ccccc2)nc2ccccc12,0,106,95,91,0,109,93,105
O=C(NCC1CCCO1)c1cc2ccccc2o1 (stereo unspecified),-3,85,107,103,0,101,101,104
COC(=O)c1ccc(COC(=O)CNC(=O)c2cccc(OC)c2)o1,14,105,105,105,5,108,108,106
C/C=C(/C)C(=O)O[C@@H]1[C@H](OC(C)=O)c2c(ccc3ccc(=O)oc23)OC1(C)C,0,100,109,89,0,89,122,102
CS(=O)(=O)N(CC(=O)N1CCN(c2ccccc2)CC1)c1cc(C(F)(F)F)ccc1Cl,4,89,110,112,0,112,108,105
COC(=O)C1CCN(C(=O)C2CCC(=O)N(CCc3cccc(F)c3)C2)CC1 (stereo unspecified),7,96,96,102,0,93,86,95
O=c1c2ccccc2nc(-c2ccccc2)n1Cc1ccc(Cl)cc1,12,89,94,99,0,92,114,98
CCC(CC)C(=O)Nc1ccc(Nc2ccccc2)cc1,0,103,100,100,1,102,96,97
Cc1cccc(N2CCN(c3nnnn3-c3ccccc3)CC2C)c1 (stereo unspecified),7,87,96,99,2,99,98,99
O=C(Nc1ccccc1)N1CCN2C(=O)c3ccccc3C12c1ccccc1 (stereo unspecified),10,90,89,106,0,102,103,100
COc1ccc(-c2cc(C(F)(F)F)nc(-n3cncn3)n2)cc1,7,91,103,106,0,105,110,112
COC1CCCN(Cc2cn(C)nc2-c2ccc(Oc3ccccc3)cc2)C1 (stereo unspecified),5,86,94,100,1,98,98,94
O=C(O)/C=C\C(=O)NCc1cccnc1,-5,109,96,100,2,105,99,107
Cc1cccc(C(=O)OCC(=O)N2CCc3ccccc3C2)c1O,2,113,93,99,4,96,98,97
O=C(c1cccc(S(=O)(=O)N2CCCCC2)c1)N1CCN(S(=O)(=O)c2ccc(F)cc2)CC1,-3,107,93[may fluoresce red],90[may fluoresce red],1,84[may fluoresce red],73[may fluoresce red],u
COc1ccc(-c2ccc(=O)n(CC(=O)Nc3ccc(C(=O)NC4CC4)cc3)n2)cc1OC,6,96,108,109,1,103,103,103
Cc1ccc(-n2c(SCC(=O)N/N=C/c3ccccc3OCC(=O)O)nc3ccccc3c2=O)cc1,-6,111,99,97,2,100,103,95
O=C(/C=C/c1ccc([N+](=O)[O-])s1)N1CCCC1,30,112,90,109,0,93,103,97
COc1cc(C(=O)NCCOc2cccc3cccnc23)cc(OC)c1OC,3,93,121,109,4,123,112,105
C[C@H]1CN=C(N(C)C)N1CC1CCCC1,-9,97,107,107,0,109,94,101
O=C(CSc1nc2c(sc3ccccc32)c(=O)n1CCc1ccccc1)NCc1ccco1,-4,99,89,101,2,105,102,105
O=C(c1ccc2c(c1)N(Cc1ccc(F)cc1)C(=O)c1ccccc1S2(=O)=O)N1CCN(c2ccccn2)CC1,-32,104,105,104,5,102,105,102
COc1ccc2[nH]c(C(=O)N3CCC(CO)(Cc4cccc(C(F)(F)F)c4)CC3)c(C)c2c1,-1,117,107,110,1,98,94,104
O=[N+]([O-])c1ccc(N2CCc3ccccc3C2)cc1,-4,104,99,97,4,91,130,99

(listing goes on)
Compound,VLA-4 inh,CR mimetic SO,CIT2 TOR yeast,MEP2 TOR yeast,GRK2 aptamer HTS,AGP1 TOR yeast,LAP4 TOR yeast,RPL19A-GFP yeast
Cc1cccc(C)c1NC(=S)/C(=C(\[O-])c1cccs1)[n+]1ccccc1,6,83,101,101,2,98,93,104
Nc1nc(CSc2nnnn2-c2ccc(Cl)cc2)nc(N2CCOCC2)n1,8,100,111,101,4,100,97,93
O=C(Nc1ccccc1OC(F)F)c1ccccc1,4,119,91,99,2,90,94,95
C/C(=N/NC(=O)CSc1nc2ccccc2n1C)c1ccc(O)cc1,14,99,109,107,0,104,104,104
O=C(Nc1ccc2c(c1)OCO2)N1CCC(CO)(CC2CCCCO2)CC1 (stereo unspecified),1,92,93,97,0,102,95,98
CC(CCc1ccccc1)NC(=O)c1ccccc1F (stereo unspecified),-2,103,84,94,0,89,89,96
Cc1cc(S(=O)(=O)Nc2c(NC3CCCCC3)c3ccccc3oc2=O)ccc1F,-17,93,98,91,0,93,92,93
O=C(O)CCc1nn2c3ccccc3n(CC(=O)O)c2nc1=O,2,113,90,105,0,99,101,99

Screening data as filed in PubChem BioAssay.

Compounds were not picked by outcome; 1.7% or so of the library scored in one or more.
